Lipid storage S3 = qHTS Assay for Lipid Storage Modulators in Drosophila S3 Cells | Drosophila S3 cells, BODIPY lipid droplet fluorescence, 18-24 h; cells fed with added oleic acid | Potency in µM for hits, for the others lipid storage change, negative = inhibition, % at the top dose, mostly 46.1 µM | 0.64% of 320,000 active; active = well fitted inhibition curve with a large enough effect in the signal ratio, with a control signal flat, not every such curve was filed as active; inconclusive = small, poorly fitted or top-dose-only effect, or effect the other way, or a change in a side signal; the % refers to the signal ratio
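Drosophila S3 cells got compounds at several concentrations plus oleic acid (400 uM solution). Laser-scanning cytometry with 488 nm excitation read lipid droplets at 500-530 nm and cells at 575-640 nm. Percent activity was relative to 20 uM Triacsin C.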
Lipid storage S3 cell count max = recorded beside Lipid storage S3, whose call it bears; cell number change, %; measured here: cell count max response;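 cells counted by Cell Tracker Red CMTPX staining in the red channel; peak over a dose series mostly up to 46.1 µM; percent activity relative to internal control wells on each plate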
* marks the source's active call; other numbers are inactive results; i = inactive; ? = inconclusive; / = no result given; [ ] = another dose, or the depositor's remark. % is scaled to controls: 0 for no effect and ±100 for the full control effect; potency is read from the fitted curve at half-maximal effect. Some of the compounds tested; rates above refer to the full screens.

The opening two records, ahead of the listing:
Compound	Lipid storage S3	Lipid storage S3 cell count max
Cc1cc(C(C)(C)C)cc(S(=O)(=O)Nc2cccc(C(=O)O)c2)c1C	?	/
Cc1ccc(/C=C2\SC(N3CCN(C(c4ccccc4)c4ccccc4)CC3)=NC2=O)o1	?	/

The list itself, from the start:
Compound	Lipid storage S3	Lipid storage S3 cell count max
Cc1cc(C(C)(C)C)cc(S(=O)(=O)Nc2cccc(C(=O)O)c2)c1C	?	/
Cc1ccc(/C=C2\SC(N3CCN(C(c4ccccc4)c4ccccc4)CC3)=NC2=O)o1	?	/
Cc1cccc(Oc2coc3cc(OC(=O)c4cc5ccccc5oc4=O)ccc3c2=O)c1	?	/
Oc1ccc(Cl)cc1-c1cc(-c2cccc(Br)c2)n[nH]1	?	/
CC(=O)NC12CC3CC(C1)CC(C(=O)Nc1nccs1)(C3)C2	?	/
O=S1(=O)N=C(Nc2nc3c(s2)CCCC3)c2ccccc21	-1.9%	10.1
COCCCN1C(=O)C(=O)/C(=C(/O)c2ccc(OC)cc2)C1c1ccc(O)c(OC)c1 (stereo not given)	?	/
COc1ccccc1-n1c(SCC(N)=O)nnc1-c1ccccc1	-30.9%	/
CC(=O)CCC(=O)N1CCCC(CNC(=O)c2ccc(-c3ccccc3)cc2)C1 (stereo not given)	4.9%	4.3
Cc1ccccc1CNC(=O)CCCn1ncn2c(cc3occc32)c1=O	?	/
Cc1cccc(S(=O)(=O)NCC2CCCO2)c1 (stereo not given)	?	/
CC(C)N(CC(N)=O)c1ccc(S(=O)(=O)N2CCCC2)cn1	?	/
COc1ccc(OCCn2cc(C=O)c3ccccc32)cc1	-12.2%	-9.6
CCCCn1c(CN2CCN(c3ccc(F)cc3)CC2)nc2c1c(=O)n(C)c(=O)n2C	5.7%	2.6
CC(C)OC(=O)C1C(=O)CC(C)(O)C(C(=O)OC(C)C)C1c1cccc([N+](=O)[O-])c1 (stereo not given)	-0.5%	-15.5
Cc1c(-c2ccc(Cl)cc2Cl)nc2ccccc2c1C(=O)NCCN1CCOCC1	?	/
CCOc1ccccc1-c1nc(-c2ccc(C)nc2OC)no1	-1.6%	-20.2
CCOC(=O)c1[nH]ncc1CN1CCCC(C(=O)c2ccc(OC)c(OC)c2)C1 (stereo not given)	19.9%	0.4
COc1ccc(N=C/C=C2/C=C(c3ccccc3)OC(C)(C)O2)cc1	-13.4%	20.6
CNC(=O)C12N=CNN=C1N(C)C(=O)N2C (stereo not given)	-0.2%	15.9
CCOc1ccc(NC(=O)COC(=O)c2cccnc2)cc1	?	/
CCOC(=O)C1C(c2cc(OC)c(O)c(OC)c2)NC(=S)NC1(O)C(F)(F)F (stereo not given)	-1.7%	-12.5
CCOC(=O)Cc1cc(=O)[nH]c(=O)[nH]1	?	/
COc1ccc(-n2nnc3c(=O)n(CC(=O)N4CCC(Cc5ccccc5)CC4)cnc32)cc1	i	/
COc1cccc(CNc2ccccn2)c1O	i	16.8

5 consecutive entries out of the list so far, quoted:
Compound	Lipid storage S3	Lipid storage S3 cell count max
COc1ccccc1-n1c(SCC(N)=O)nnc1-c1ccccc1	-30.9%	/
CC(=O)CCC(=O)N1CCCC(CNC(=O)c2ccc(-c3ccccc3)cc2)C1 (stereo not given)	4.9%	4.3
Cc1ccccc1CNC(=O)CCCn1ncn2c(cc3occc32)c1=O	?	/
Cc1cccc(S(=O)(=O)NCC2CCCO2)c1 (stereo not given)	?	/
CC(C)N(CC(N)=O)c1ccc(S(=O)(=O)N2CCCC2)cn1	?	/

The list continues:
Compound	Lipid storage S3	Lipid storage S3 cell count max
Cc1cccc(Nc2cnn(C34CC5CC(CC(CC(=O)O)(C5)C3)C4)c(=O)c2Cl)c1	?	/
Cc1ccc2nc(-c3ccc(NC(=O)CN4C(=O)NC(C)(c5ccc(OC(F)F)cc5)C4=O)cc3)sc2c1 (stereo not given)	-0.7%	9.4
COc1cc(OC)c(C(=O)Nc2ccc(S(=O)(=O)N3CCCCC3)cc2)cc1OC	6.51µM*	2.9*
CCCCCC(=O)N1CC2(CC)CN(C(=O)CCCCC)CC(CC)(C1)C2=O	21.0%	/
CC(=O)NCC(=O)NC(C(=O)Nc1ccc2c(c1)OCCO2)c1ccccc1 (stereo not given)	?	/
Cc1c(C(=O)OC(C)C)sc(NC(=O)C2CCCO2)c1C(=O)OC(C)C (stereo not given)	?	/
Cc1cccc(N2CC(C(=O)NCc3ccco3)CC2=O)c1C (stereo not given)	?	/
COc1cc(C(=S)N2CCOCC2)cc(OC)c1OS(=O)(=O)c1ccc(Cl)cc1	-21.4%	3.6
O=C1C=C(c2cccc(CO)c2)C[C@@H](c2ccc3c(c2)OCO3)C1	?	/
O=C(CN1CCOCC1)Nc1ccccc1C(=O)O	?	/
O=C(c1ccncc1)c1ccc([N+](=O)[O-])cc1	?	/
CCC(CC)C(=O)NCCCN1CCOCC1	?	/
CCOC(=O)CC(=O)CSc1ncnc2c1nnn2-c1ccccc1	?	/
CCC(=O)Nc1nnc(S(=O)(=O)N(C)c2cc(C)cc(C)c2)s1	?	/
COc1ccc(CN2C(=O)c3ccccc3C2=O)cc1C(=O)N(C)CC(=O)Nc1ccc(F)cc1	?	/
O=C(OCc1nnc(-c2ccccc2)o1)C1CC(=O)N(CCc2ccccc2)C1 (stereo not given)	?	/
NS(=O)(=O)c1ccc(NC(=O)COC(=O)c2cnccn2)cc1	i	/
CCC(C)(C)n1nnnc1C(c1cc(OC)c(OC)c(OC)c1)N1CCN(c2ccccc2)CC1 (stereo not given)	20.8%	1.5
CCC(C)c1ccc(NC(=O)Nc2cnccn2)cc1 (stereo not given)	-6.7%	13.7
CCOC(=O)c1sc(NC(=O)CSc2ncccn2)nc1C	i	10.5
Cc1ccc(-n2nnnc2SCC(=O)NCC2(N3CCOCC3)CCCCC2)c(C)c1	i	-25.0
O=C1[C@H]2[C@H](ON3CCCC[C@H]23)C(=O)N1c1ccc(Cl)cc1	?	/
O=C(Cc1cccs1)Nc1cc(S(=O)(=O)N2CCCCC2)ccc1Cl	23.0%	-10.2
CCOC(=O)C1(CCSC)NC(c2ccco2)C2C(=O)N(CC)C(=O)C21 (stereo not given)	4.3%	12.0
COc1ccc(Oc2cnc3ccccc3n2)cc1	?	/
COc1cc(OC)cc(C(=O)N[C@H](C(=O)Nc2nc(-c3cc(OC)ccc3OC)cs2)C(C)C)c1	?	/
O=C(Nc1nc2ccc(F)cc2s1)c1ccccn1	?	/
CN(C)S(=O)(=O)c1ccc(N2CCCC2)c(C(=O)Nc2nc(-c3ccc(F)c(F)c3)cs2)c1	?	/
CCOC(=O)CN1C(=O)C(=O)N(Cc2c(Cl)cccc2Cl)C1=O	?	/
CS(=O)(=O)c1ccc2nc(NC(=O)C3CCCCC3)sc2c1	?	/
CCC(C)[C@H](NC(=O)NCc1ccc(S(N)(=O)=O)cc1)C(=O)O (stereo not given in full)	?	/
CCSc1nnc(NC(=O)C2CCCCC2C(=O)O)s1 (stereo not given)	6.4%	16.8
CC1CCC(C(C)C)C(OC(=O)Cn2nnc3c(cnn3-c3ccccc3)c2=O)C1 (stereo not given)	0.0%	0.4
Cc1ccc(S(=O)(=O)CCC(=O)Nc2nc(-c3ccccn3)cs2)cc1	?	/
COc1ccc(CN2CCN(Cc3ccc(C)cc3)C(CCO)C2)cc1OC (stereo not given)	12.8%	15.7
COc1cccc(C(=O)N2CCN(S(C)(=O)=O)CC2)c1	?	/
O=C(COc1ccc(Cl)cc1)NC1CC1	?	/
O=C1CCCC2=C1C(c1ccccc1)C1C(=O)c3ccccc3C1=N2 (stereo not given)	?	/
CCC(CC)NC(=O)COC(=O)c1cccc(C)c1O	?	/
CCCCOc1nc2c(c(=O)n(C)c(=O)n2C)n1C	?	/
CN1CCN(CCNC(=O)Cn2c(=O)c3cccn3c3ccc(F)cc32)CC1	i	3.2
COc1ccc(N2CC(C(=O)Nc3nnc(SCC(=O)NC(C)(C)C)s3)CC2=O)cc1 (stereo not given)	?	/
O=C(COC(=O)c1ccc[nH]c1=O)NCC1CCCO1 (stereo not given)	1.1%	13.8
CCC(C(=O)NCCCN1CCN(C)CC1)n1nc(C)n2c(cc3occc32)c1=O (stereo not given)	5.6%	0.4
C[C@@H](C(=O)Nc1ccc2ccccc2c1)[C@H]1C[C@]1(C)[C@H](NC(=O)c1cccnc1)c1ccccc1	?	/
CCCCCN(C(=O)NC(=O)Nc1ccccc1C)S(C)(=O)=O	12.8%	-18.4
CN(CC(=O)Nc1ccc(Cl)cc1)C(=O)c1ccc(N2CCCC2=O)cc1	?	/
CCOC(=O)c1csc(NC(=O)CSc2nnnn2-c2ccc(OCC)cc2)n1	?	/
COCc1cc(C)nc(SCC(=O)Nc2cccc(C)c2)c1C#N	5.3%	-3.1
Cc1ccc(NC(=O)CN(C)C(=O)CSc2ccc3c(c2)OCCO3)cc1	i	6.3

The list goes on:
Compound	Lipid storage S3	Lipid storage S3 cell count max
O=C(CNC(=O)c1sc2ccccc2c1Cl)NCc1cccc(C(F)(F)F)c1	-11.7%[0.0737 µM]	21.2
C#CCNC(=O)C1=C[C@@H](C2CC2)C[C@@H](OCCCCO)O1	-8.4%	-0.4
Clc1cccc(Cl)c1-c1nnc2cccc(Cl)n12	7.3%	16.8
Cc1ccc(NC=C(S(=O)(=O)c2ccccc2)S(=O)(=O)c2ccccc2)cc1	1.1%	-13.0
Cc1ccc(S(=O)(=O)NCCC(=O)NCc2ccc3c(c2)OCO3)cc1C	?	/
OCCCCc1nccc2c1[nH]c1ccccc12	6.4%	-3.1
CC(=O)c1nnn(-c2c(F)cccc2F)c1C	?	/
O=C(CSCc1ccc(Cl)cc1)Nc1ccc(O)cc1C(=O)O	?	/
O=C(CCN1C(=O)C2C3C=CC(C3)C2C1=O)Nc1ccc(F)cc1 (stereo not given)	?	/
COc1cc([C@@H]2CC=C(C(=O)O)[C@H](c3ccccc3F)N2S(=O)(=O)c2ccc(C)cc2)cc(OC)c1OC	?	/
CCN1C(=NCC2CC2)N[C@@H](c2ccccc2)C(C(=O)OC)=C1C	-6.9%	-9.1
CC(=O)c1cccc(NC(=O)c2cccc(S(=O)(=O)N3CCOCC3)c2)c1	i	1.0
ON1C(c2ccccc2C(F)(F)F)N(O)[C@H]2CCCC[C@H]21 (stereo not given in full)	-16.3%	/
CCCCC(=O)N/N=C(C)/C=C/c1ccccc1F	2.7%	-27.4
O=C(Nc1ccc(F)cc1)C1CCN(C(=O)c2ccc(F)cc2)CC1	?	/
CCOc1cc(C(=O)Nc2ccon2)cc(OCC)c1OCC	?	/
CCC(=O)N(C)CCc1cc2c(c(OC)c1/C=N/NC(=O)c1ccncc1)OCO2	13.1%	-5.8
Cc1ccc(-n2nc3c(=O)n(C(C)C(=O)NC4CC4)nc(C)c3c2C)cc1 (stereo not given)	i	-22.2
CCOC(=O)c1cc(-c2csc(COc3ccccc3)n2)on1	?	/
COc1cc(/C=C2\SC(=O)N(c3cccc(Cl)c3)C2=O)cc([N+](=O)[O-])c1O	4.2%	7.2
CCC(=O)Nc1ccc(C(=O)NNC(=O)c2cccs2)cc1	?	/
CCn1c(SCC(=O)N2CCN(C(=O)c3ccco3)CC2)nnc1C(C)C	7.8%	-0.8
COC(=O)c1ccc(NC(=S)Nc2ccccc2)cc1	i	/
Cn1c(=N)n(CC(=O)C(C)(C)C)c2ccccc21	i	-10.7
COC(=O)c1cnn(-c2ccc(Cl)cc2)c1/C=N/NC(N)=S	-7.3%	19.5
Cc1cnc(C(=O)NC(C)CCc2ccccc2)cn1 (stereo not given)	?	/
CCOC(=O)N1CCC(Nc2c(NCCCN(CC)Cc3ccccc3)c(=O)c2=O)CC1	11.6%	3.8
COc1cc(/C=C/C(=O)O)cc(S(=O)(=O)Nc2cc(Cl)c(Cl)cc2Cl)c1OC	?	/
CCCCN1CNC(=S)N(c2cc(C)ccc2C)C1	?	/
CCc1ccccc1Nc1nc(N)nc(COC(=O)c2cccn2C)n1	?	/
COc1ccc(C(CNC(=O)COc2ccc(Cl)cc2C)N2CCCCC2)cc1 (stereo not given)	i	-12.5
CCOC(=O)c1cc(-c2ccc(OC)cc2)n(CCC(=O)NCCN2CCC(C)CC2)c1C	2.5%	15.2
O=C(c1cnn2c(C(F)F)cc(-c3ccccc3)nc12)N1CCCc2ccccc21	-6.4%	5.8
Cc1cccc(C(=O)NNC(=O)CCC(=O)Nc2cccc(Cl)c2C)c1	?	/
CCOC(=O)C1(Cc2cccc(Cl)c2)CCCN(C(=O)c2ccc(C)nc2)C1 (stereo not given)	-7.8%	1.4
C#CCOCCOCCOCCNc1nc(N2CCN(C(=O)[C@H](CCC(=O)O)n3cc(C(N)[C@H](C)CC)nn3)CC2)nc(N2CCN(C(=O)[C@H](Cc3ccc(O)cc3)n3cc(C(N)[C@H](C)CC)nn3)CC2)n1 (stereo not given in full)	-12.5%	1.7
O=C(O)C(Cc1c[nH]c2ccccc12)NS(=O)(=O)c1ccc(Cl)c(C(F)(F)F)c1 (stereo not given)	?	/
Clc1ccc(NCn2cncn2)nc1	?	/
CCCC(=O)Nc1ccc(C(=O)NNC(=O)c2ccco2)cc1	i	-10.9

High-throughput results as filed in PubChem.
